Ba/F3 V617F tox = loss of viability in JAK2V617F-driven Ba/F3 cells. Ba/F3 EpoR-JAK2V617F viability, ATP luminescence. inhibition, % at 5.6 µM. 1.1% of 220,000 active;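 active = inhibition above the campaign mean plus 3 SD over all tested compounds, cut at about 24% in these data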;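 note: cytokine-independent growth of Ba/F3 cells driven by EpoR plus mutant JAK2; 0% = DMSO-treated cells and 100% = JAK inhibitor I control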
NPY2 pot ag = potentiators or agonists of human neuropeptide Y receptor Y2; P49146; cells expressing NPY-Y2, potentiator/agonist read-out; activation, % at 3.6 µM; 0.45% of 220,000 active; AID 1359; in the data active = activation above about 27%;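 note: cells stimulated with NPY near EC25 plus isoproterenol at EC100; 0% = vehicle plus submaximal agonist and 100% = vehicle plus saturating agonist; some results beyond the cut were filed as inactive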
Target sequence (P49146 whole entry, looked up): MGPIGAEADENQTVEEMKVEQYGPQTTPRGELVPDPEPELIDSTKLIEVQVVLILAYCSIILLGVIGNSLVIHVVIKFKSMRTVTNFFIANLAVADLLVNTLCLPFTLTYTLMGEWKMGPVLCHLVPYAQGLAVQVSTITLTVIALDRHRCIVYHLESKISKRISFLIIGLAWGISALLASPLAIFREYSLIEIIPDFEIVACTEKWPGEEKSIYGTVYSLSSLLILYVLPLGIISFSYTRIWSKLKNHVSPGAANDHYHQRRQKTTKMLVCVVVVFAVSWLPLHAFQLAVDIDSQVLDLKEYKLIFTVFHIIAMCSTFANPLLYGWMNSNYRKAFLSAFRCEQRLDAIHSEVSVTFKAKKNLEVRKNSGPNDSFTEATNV
CHOP inhibitor = blocks CHOP induction under ER stress; CHO-K1 CHOP-promoter luciferase, tunicamycin-induced, 15-18 h; inhibition, % at 10 µM; 3.8% of 220,000 active;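 active = compounds that reduced the stress-induced luciferase reporter signal by more than about 70% of percent inhibition, limit read from the data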;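 note: 0% = tunicamycin plus vehicle and 100% = wells without tunicamycin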
NPY-Y1 PAM-ag = potentiators or agonists of human neuropeptide Y receptor Y1. 0.37% of 220,000 active. NPY-Y1 expressing cells, potentiator/agonist activation. activation, % at 3.6 µM. AID 1304; in the data active = activation above about 33%, passing the limit was not always enough;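 note: cells stimulated with NPY at EC10 then isoproterenol at EC100; 0% = low agonist plus stimulus and 100% = saturating agonist plus stimulus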
S1P4 antagonist = human S1P4 receptor antagonism; O95977; 0.26% of 220,000 active; S1P4-expressing cells, antagonist mode, reporter read-out; inhibition, % at 4.98 µM; AID 1510; in the data active = inhibition above about 29%;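 note: 0% = wells stimulated with agonist and 100% = vehicle wells without agonist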
Target sequence (O95977 whole entry, looked up): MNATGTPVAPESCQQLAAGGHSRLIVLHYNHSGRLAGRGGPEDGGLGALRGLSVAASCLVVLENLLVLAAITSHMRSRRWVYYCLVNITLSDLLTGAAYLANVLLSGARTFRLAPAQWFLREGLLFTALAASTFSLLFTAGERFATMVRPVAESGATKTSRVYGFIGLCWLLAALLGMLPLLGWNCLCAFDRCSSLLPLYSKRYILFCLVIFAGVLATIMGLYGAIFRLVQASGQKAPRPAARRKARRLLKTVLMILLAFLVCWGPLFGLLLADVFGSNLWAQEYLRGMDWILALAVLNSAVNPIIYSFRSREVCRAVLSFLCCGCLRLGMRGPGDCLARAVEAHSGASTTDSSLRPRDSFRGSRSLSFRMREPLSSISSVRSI
BaF3 tox = counter-screen for JAK2V617F inhibitors: parental Ba/F3 viability inhibitors. CellTiter-Glo ATP luminescence. inhibition, % at 5.6 µM. 1.1% of 220,000 active. AID 1486;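 active = inhibition above a per-campaign cutoff, the mean inhibition of all tested compounds plus 3 SD, cut at about 27% in these data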;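 note: 0% = DMSO wells and 100% = JAK Inhibitor I control wells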
NCF1 inh = blocks human p47phox regulatory protein of NADPH oxidases | P14598 | p47phox/p22phox peptide binding, fluorescence polarization, 2 h | inhibition, % at 24.7 µM | 0.53% of 220,000 active | AID 1274;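 active = inhibition above about 30%, limit read from the data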;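 note: 0% = p47phox with labelled peptide and 100% = labelled peptide alone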
NPY Y1 blocker = NPY-Y1 (human) receptor antagonism. P25929. HEK293-CNG Y1 cells, membrane potential fluorescence; NPY at EC95, then isoproterenol. inhibition, % at 3.6 µM. 1% of 200,000 active. AID 1040;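 active = inhibition above the campaign mean inhibition of all tested compounds plus 3 SD, cut at about 20% in these data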;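 note: 0% = DMSO wells given NPY plus isoproterenol and 100% = isoproterenol alone without NPY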
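Material: HEK293 Y1/CNG channel cell line | Also added: NPY (25 nM), isoproterenol (1 µM), Ro 20-1724 (25 µM) | Compound: One concentration, 3.6 µM, in 0.4% DMSO | Schedule: 3 h dye uptake, 1 h room-temperature compound, 45 min post-isoproterenol | Signal: Membrane-potential fluorescent dye readout | Read-out: % inhibition of NPY effect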
S1P4 ag = agonists of human S1P4 receptor. S1P4-expressing cell line, agonist reporter assay. activation, % at 4.98 µM. 0.35% of 220,000 active; in the data active = activation above about 11%;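 note: 0% = DMSO vehicle and 100% = reference agonist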
* hit, by the source's call; x = not tested or not shown.

Sample of the layout:
SMILES	Ba/F3 V617F tox	NPY2 pot ag	CHOP inhibitor	NPY-Y1 PAM-ag	S1P4 antagonist	BaF3 tox	NCF1 inh	NPY Y1 blocker	S1P4 ag
O=C(c1ccc2nc(-c3ccco3)c(-c3ccco3)nc2c1)N1CCN(c2ccccc2)CC1	2.5	-5.6	5.9	5.0	1.5	-2.8	-23.8	9.1	-1.1
O=C(NC(C(=O)N/N=C/c1ccccc1)c1n[nH]c(=O)c2ccccc12)c1ccccc1 (stereo not given)	-3.0	8.1	-57.7	-9.4	8.8	2.1	-2.9	-1.8	-2.3
O=C(c1ccccc1)n1ccc2ccccc21	1.2	6.1	5.5	-0.4	-11.5	6.1	-1.4	10.8	0.7
COc1ccc(C=O)cc1COc1ccc([N+](=O)[O-])c(C)c1	-0.7	-8.5	1.8	-2.1	5.3	4.1	-10.9	12.9	1.0

Main list, from the start:
SMILES	Ba/F3 V617F tox	NPY2 pot ag	CHOP inhibitor	NPY-Y1 PAM-ag	S1P4 antagonist	BaF3 tox	NCF1 inh	NPY Y1 blocker	S1P4 ag
O=C(c1ccc2nc(-c3ccco3)c(-c3ccco3)nc2c1)N1CCN(c2ccccc2)CC1	2.5	-5.6	5.9	5.0	1.5	-2.8	-23.8	9.1	-1.1
O=C(NC(C(=O)N/N=C/c1ccccc1)c1n[nH]c(=O)c2ccccc12)c1ccccc1 (stereo not given)	-3.0	8.1	-57.7	-9.4	8.8	2.1	-2.9	-1.8	-2.3
O=C(c1ccccc1)n1ccc2ccccc21	1.2	6.1	5.5	-0.4	-11.5	6.1	-1.4	10.8	0.7
COc1ccc(C=O)cc1COc1ccc([N+](=O)[O-])c(C)c1	-0.7	-8.5	1.8	-2.1	5.3	4.1	-10.9	12.9	1.0
O=C(Nc1ccc(F)cc1)N1CCCC(c2nc3c(nnn3Cc3ccccc3Cl)c(=O)[nH]2)C1 (stereo not given)	-0.8	8.2	14.1	3.9	-16.9	5.8	-6.0	-6.6	2.7
Cc1cc(NC(=O)CSc2cn(CCNC(=O)c3ccc(F)cc3)c3ccccc23)no1	2.4	-23.7	3.8	-10.7	-27.6	7.6	-5.7	1.3	-0.4
c1ccc(Oc2nc(N3CCOCC3)nc(N3CCOCC3)n2)cc1	-4.0	9.9	11.1	-8.1	5.5	-0.1	3.3	-5.4	1.3
CCn1nc(C(=O)NCCc2ccc(S(N)(=O)=O)cc2)c2ccccc2c1=O	-3.8	6.7	18.4	-6.0	7.2	2.4	0.5	6.1	-0.8
O=C(CNC(=O)c1ccccc1F)OCc1csc(-c2ccccc2)n1	2.2	-6.4	-2.7	-11.9	2.6	6.5	-13.4	6.9	0.9
CCCCC(CC)Cn1c2nc3ccccc3nc2c2c(=N)oc(C)nc21 (stereo not given)	-3.7	4.8	105.9*	-6.0	-4.9	-2.2	-123.7	-0.6	-1.1
Cc1ccc(-c2n[nH]c(=S)n2C)cc1Cl	1.6	0.4	4.8	-10.4	-19.2	5.4	5.5	9.7	0.3
Cc1cc2c(c(=O)o1)C(C(C)C)C(C#N)=C(N)O2 (stereo not given)	1.3	14.3	29.6	2.9	-4.0	5.7	-6.3	4.1	0.5
CCOC(=O)c1ccccc1NS(=O)(=O)c1ccccc1	-3.2	-1.8	2.3	-22.7	11.6	2.5	-6.8	0.2	-0.1
CCCCn1cnc2cc(NCc3ccncc3)ccc21	-4.9	15.4	16.4	-18.1	5.0	1.3	-7.7	0.0	1.0
Cc1onc(-c2c(F)cccc2Cl)c1C(=O)Nc1cccc2nsnc12	1.3	13.0	42.8	17.0	-0.4	3.6	-4.9	10.4	1.4
CCOC(=O)c1c(NC(=O)c2cnn3c2NC(c2cccc(OC)c2)CC3C(F)(F)F)sc2c1CCCC2 (stereo not given)	3.1	6.0	33.9	3.7	-18.0	2.3	-8.2	6.9	-0.5
Cc1ccc([N+](=O)[O-])c2c1C(N1CCCC1)C(C)(C)O2 (stereo not given)	1.7	4.8	28.2	-9.3	-25.8	2.5	-9.2	2.5	0.9
COc1ccc(C=C(C(C)=O)C(C)=O)cc1OC	-3.0	7.1	-40.9	-34.5	0.5	2.4	-2.6	6.8	-0.5
O=c1[nH]nc(Cc2ccccc2)c2ccccc12	0.2	-9.7	-2.3	-0.7	-4.9	5.4	5.6	2.6	-5.4
O=C(CCc1ccccc1)NN1C(=O)C2C3C=CC(C3)C2C1=O (stereo not given)	-1.1	2.3	-2.9	3.7	3.0	5.6	2.3	4.7	-0.1
Cc1cc(Oc2nc3c(C)cccn3c(=O)c2/C=C(\C#N)S(=O)(=O)c2ccccc2)ccc1Cl	-0.6	10.3	55.8	-9.5	-8.2	4.6	-101.0	-1.4	-0.8
CC(=O)N1CCN(C(=S)c2ccc(-c3ccc(Cl)cc3)o2)CC1	-6.9	-5.9	10.7	20.7	4.0	2.7	-3.3	2.3	-1.3
Oc1ccccc1OCc1nc2ccccc2s1	6.8	-3.4	31.0	-20.3	-12.3	3.3	-4.8	0.8	1.1
O=C(NCC(=O)N(Cc1ccccc1)C(C(=O)NC1CCCC1)c1cccnc1)c1ccco1 (stereo not given)	-0.5	-0.7	-7.9	-20.4	-1.4	4.0	-14.0	5.3	-0.1
CC(C)Cc1nnc(NC(=O)CCC(=O)NC2CCCc3ccccc32)s1 (stereo not given)	-0.2	1.1	2.3	-6.5	-8.2	7.1	-25.1	0.2	0.0
CCNC(=S)N(CCc1c(C)[nH]c2ccc(C)cc12)Cc1cc(OC)c(OC)c(OC)c1	-1.5	3.3	18.3	-8.8	11.2	3.9	-4.3	-0.8	1.4
NC(=O)Nc1ccc(C(=O)OCC(=O)Nc2ccc(Cl)cn2)cc1	-4.1	5.8	16.4	-6.2	3.3	0.0	-13.6	x	0.2
Cc1ccc(-n2nc(C)c(=O)c(-c3ccccc3)c2NC(=O)C(C)C)cc1	-2.2	3.0	-0.9	21.4	-3.0	-10.3	-13.4	x	0.9
Cc1c(NS(=O)(=O)c2ccc3c(c2)CCN3C(=O)C2CC2)c(=O)n(-c2ccccc2)n1C	-2.6	8.2	6.7	9.1	-3.3	0.2	2.1	5.3	4.0
COCCn1c(SCC(=O)c2cccc(OC)c2)nnc1-c1ccco1	-1.8	14.7	35.6	-0.3	-7.2	9.7	-5.4	0.7	0.1
CCCn1cc(NC(=O)c2cc(-c3ccccc3)on2)cn1	-1.2	9.0	-9.6	-13.7	-18.6	4.7	-15.4	-3.1	-3.2
CC(C)OC(=O)c1cccc(NC(=O)CSc2nnc(N)s2)c1	8.2	-7.6	19.4	13.8	5.4	6.2	5.3	6.0	-0.3
Cc1nc(N)sc1C(=O)N/N=C/c1ccco1	-1.2	-9.4	28.0	-7.1	-10.9	5.7	-1.3	13.3	-1.5
Cc1ccc(F)cc1NC(=O)C12CC3CC(C1)CC(n1cnc([N+](=O)[O-])n1)(C3)C2	0.8	-4.4	6.2	2.3	3.8	10.9	-0.6	-0.2	1.4
Cn1c(=O)oc2cc(S(=O)(=O)N3CCCC(C(=O)Nc4ccc5c(c4)OCCO5)C3)ccc21 (stereo not given)	1.6	-8.8	27.4	3.4	-7.0	4.1	-5.0	-3.1	-2.4
CC(/C=C1\SC(=S)N(CCCC(=O)Nc2ccc(C(=O)O)c(O)c2)C1=O)=C\c1ccccc1	-3.0	14.4	5.5	37.9	10.9	-2.1	-77.2	4.5	0.0
Cc1cc(NC(=O)COC(=O)C(Nc2ccc(C(F)(F)F)cc2Cl)C(C)C)no1 (stereo not given)	-2.3	26.3	101.8*	32.3	-12.4	-2.7	-5.1	7.0	-0.9
CN(C)CCNC(C(=O)Nc1cccc(C(F)(F)F)c1)c1ccccc1 (stereo not given)	1.4	-3.1	-1.4	4.0	-19.2	4.3	-4.6	2.3	4.9
COc1ccc(N2C(=O)CC(Sc3ccccc3C(=O)O)C2=O)c([N+](=O)[O-])c1 (stereo not given)	0.2	3.0	-19.5	14.5	-4.7	7.7	-4.0	12.0	3.8
COc1ccc(N2C(=O)C3CCCN3C2c2ccccc2)cc1 (stereo not given)	-1.6	-3.1	17.4	-0.1	-19.4	5.2	-15.8	3.8	0.7
CC1CCCN(C(=O)Nc2cccc(NC(=O)N3CCCC(C)C3C)c2)C1C (stereo not given)	-5.2	9.6	31.4	16.7	1.1	-0.2	-9.1	-4.1	1.1
CCOC(=O)CCSc1nc(C)c2cc(C)ccc2n1	-4.2	-8.4	12.2	-15.4	-9.0	3.8	-6.9	6.2	0.4
Cc1nc([N+](=O)[O-])cn1CC(=O)c1ccccc1	-2.2	-0.8	6.0	2.0	3.2	1.5	-6.5	x	0.7
CCN1CCN(c2ncnc3c2oc2nc(C)c4c(c23)CC(C)(C)OC4)CC1	-0.8	2.7	x	-21.8	-20.5	3.5	x	0.4	-0.8
COC(c1ccccc1)c1c(-c2ccccc2)nn(C)c1Cl (stereo not given)	-2.2	-6.7	46.9	-6.5	1.6	3.0	-15.1	1.8	0.9
O=C(NC1CCCCC1)N1CCN(c2nc(-c3ccccc3)cs2)CC1	0.9	-14.5	49.0	-11.3	1.8	10.4	-7.6	2.8	2.9
CC1CCCN(c2nc3c(c(=O)[nH]c(=O)n3C)n2CCSc2ncccn2)C1 (stereo not given)	-2.5	-2.0	12.5	5.4	-1.7	2.0	-4.3	-2.1	-0.1
Cc1ccc(S(=O)(=O)N(CC(=O)NN=C2CCN(C)CC2)c2ccc(C(C)C)cc2)cc1	-2.8	0.9	-3.1	17.8	-14.7	2.3	4.8	-3.9	3.9
Cc1ccc(OCc2nnc(SCC(=O)Nc3cc(C)on3)n2C)cc1	-2.3	0.5	47.3	-14.5	-4.3	1.2	-3.2	2.8	-2.3
O=C(/C=C/Nc1ccccc1Br)c1ccccn1	3.2	-4.6	87.5*	7.2	13.4	8.2	1.8	8.0	1.2
CN(Cc1ccccc1)C(=O)CN1C(=O)C2C3C=CC(C3)C2C1=O (stereo not given)	1.2	-9.9	-19.1	3.8	9.0	8.2	-19.3	4.6	-2.4
CC(=O)C1=C(O)C(=O)N(Cc2cccnc2)C1c1ccc(C(C)C)cc1 (stereo not given)	2.3	-9.1	-5.2	3.6	0.2	3.4	2.1	7.7	-0.7
CCC(CC)C(=O)OCC(=O)Nc1cccc(S(=O)(=O)N(C)c2ccccc2)c1	2.7	1.2	25.9	4.0	-9.2	9.9	-10.7	0.2	1.2
O=C(COC(=O)c1ccc(O)cc1)NCc1ccc2c(c1)OCO2	3.2	-13.1	21.2	-12.7	-10.5	7.7	11.6	8.2	1.0
Cc1cc(NC(=O)CN2C(=O)NC(Cc3ccccc3)C2=O)no1 (stereo not given)	-2.1	17.3	33.4	-2.1	-2.2	2.9	-11.9	2.9	-0.8
CN(Cc1ccc2nsnc2c1)Cc1nc(Cc2cccc(F)c2)no1	47.5*	-18.5	9.2	-12.8	-11.4	-1.4	1.2	6.4	0.1
COc1cc(/C=C/c2ccc3cccc(OC)c3n2)c(OC(C)=O)c([N+](=O)[O-])c1	5.7	-0.7	37.5	-28.4	-10.0	11.3	-4.0	-2.3	3.6
CC(=O)OCC(=O)NCC(=O)c1c[nH]c2ccccc12	2.5	-3.7	3.3	-5.7	18.4	6.5	2.4	-1.9	1.3
C/C(Cn1nnc2ccccc21)=N\OC(=O)c1cc(F)c(F)cc1Cl	-4.1	-5.6	11.8	18.0	1.8	-1.9	1.1	3.1	2.0
